ABHD5 PLIN5 PPI: blocks binding of human ABHD5 to perilipin-5. Q00G26+Q8WTS1. Split G. princeps luciferase complementation, luminescence, 4 h. inhibition, % at 4 µM. 0.78% of 360,000 active. AID 602281;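 active = inhibition above the mean inhibition across every tested compound plus 3 SD, cut at about 22% in these data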;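 also: 0% = DMSO only wells and the 100% control is not disclosed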
N-glyco inh: N-linked glycosylation inhibition; D54 ERlucT glycosylation luciferase reporter, 24 h; percent of 100 nM tunicamycin response; reporter increase, % at 12.5 µM; 0.23% of 360,000 active; AID 588692;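 active = mean luciferase reporter signal, scaled so untreated is 0 and the glycosylation-blocking control 100, at or above a set limit in every replicate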;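 also: luciferase carries N-glycosylation sites so blocking glycosylation raises the light; 0% = median of neutral control wells and 100% = median of 100 nM tunicamycin wells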
TLR9-MyD88 inh: TLR9-MyD88 interaction inhibition | Q9NR96+Q99836 | CHO BLA complementation TLR9-MyD88, CCF4 FRET ratio | inhibition, % at 4.98 µM | 0.21% of 340,000 active | AID 504734;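 active = inhibition above the mean over all tested compounds plus 3 SD, cut at about 21% in these data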;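 also: 0% = DMSO only wells and 100% = clavulanate BLA inhibitor control wells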
MC4R antagonist: blocks human MC4R cAMP signaling; MC4R-expressing cells, MTII-stimulated cAMP, LANCE TR-FRET; P32245; inhibition, % at 6.5 µM; 0.48% of 360,000 active;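 active = inhibition above its plate's cutoff, the mean of tested wells on that plate plus 3 SD, cut at about 29% in these data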;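 also: 0% = Melanotan II alone and 100% = Melanotan II plus saturating MCL0020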
Target sequence (P32245 whole entry, looked up): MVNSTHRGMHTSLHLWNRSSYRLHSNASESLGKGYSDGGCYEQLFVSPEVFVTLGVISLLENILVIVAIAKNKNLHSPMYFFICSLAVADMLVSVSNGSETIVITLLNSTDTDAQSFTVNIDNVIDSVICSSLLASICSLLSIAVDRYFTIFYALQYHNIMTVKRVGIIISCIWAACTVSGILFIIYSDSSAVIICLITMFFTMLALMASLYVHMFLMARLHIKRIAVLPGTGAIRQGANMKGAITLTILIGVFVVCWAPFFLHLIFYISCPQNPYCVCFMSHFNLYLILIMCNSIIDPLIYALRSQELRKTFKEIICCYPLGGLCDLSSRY
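Assay system: U2OS-MC4R stable cell line; Also added: Melanotan II; Technique: Eu-cAMP/anti-cAMP TR-FRET, emission 671 nm; Times: 30-min compound, 1-h challenge, 1-h detection, room temperature.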
MC4R barr agon: agonists of human melanocortin 4 receptor (MC4R) beta-arrestin; 0.98% of 360,000 active; activation, % at 8.9 µM; AID 540308; P32245; U2OS MC4R beta-arrestin complementation, luminescence; percent of melanotan II response, DMSO zero;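 active = activation above a per-plate cutoff, the mean activation of sample wells on that plate plus 3 SD, cut at about 8% in these data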
SRC2 inh: human SRC2 (NCOA2) inhibition. Q15596. HEK293 GAL4-SRC2 luciferase reporter, luminescence. inhibition, % at 9 µM. 0.17% of 370,000 active;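 active = inhibition above the mean inhibition of all tested compounds plus 3 SD, set per campaign, cut at about 52% in these data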;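 also: 0% = DMSO treated cells and 100% = cells given Gossypol at 36 µM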
NOD2-RIPK2 inh: blocks binding of human NOD2 to RIPK2; O43353; CHO BLA complementation NOD2-RIPK2, CCF4 ratio; inhibition, % at 4.98 µM; 0.38% of 360,000 active; AID 624267; in the data active = inhibition above about 21%;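 also: 0% = vehicle only and 100% = reference blocker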
Cardio protect: modulators protecting cardiomyocytes from myocardial damage; H9c2 cardiomyocytes, H2O2 injury protection, ATPLite, 2 h; protection from H2O2 cell death, % at 20 µM; 0.63% of 360,000 active; AID 588492;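 active = compounds giving at least 50% protection of heart cells from peroxide-induced death in the single-dose screen, raw or plate-pattern-corrected value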;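 also: 0% = DMSO wells with peroxide and 100% = DMSO wells without peroxide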
m5-HT2A agonist: agonists of mouse serotonin 5-HT2A receptor (HTR2A); CHO-K1 mHTR2A beta-arrestin complementation, luminescence; percent of 30 µM serotonin response; 0.66% of 360,000 active; activation, % at 7.6 µM; AID 624169; P35363;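 active = activation above a run cutoff, the mean activation of all tested compounds plus 3 SD, cut at about 14% in these data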;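 also: 0% = plate median of compound wells and 100% = 30 µM serotonin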
Target sequence (P35363 whole entry, looked up): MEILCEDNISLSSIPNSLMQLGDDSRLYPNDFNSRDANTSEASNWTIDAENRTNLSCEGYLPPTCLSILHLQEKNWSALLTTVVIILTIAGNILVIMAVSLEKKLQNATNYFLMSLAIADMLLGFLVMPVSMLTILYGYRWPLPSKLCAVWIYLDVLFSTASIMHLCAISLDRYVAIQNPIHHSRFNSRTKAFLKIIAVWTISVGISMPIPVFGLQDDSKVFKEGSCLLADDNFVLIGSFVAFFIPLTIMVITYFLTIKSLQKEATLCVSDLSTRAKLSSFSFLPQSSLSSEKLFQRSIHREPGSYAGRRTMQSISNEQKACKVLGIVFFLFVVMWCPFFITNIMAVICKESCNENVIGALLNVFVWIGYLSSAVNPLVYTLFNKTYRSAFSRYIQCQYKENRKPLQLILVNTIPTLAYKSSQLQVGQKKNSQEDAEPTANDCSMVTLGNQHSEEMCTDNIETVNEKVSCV
ABCB6 inh 2: human ABCB6 transporter inhibition; K562-ABCB6 porphyrin accumulation, flow cytometry, 1 h; active compounds read low; 0.19% of 360,000 active; Q9NP58; AID 602162; fluorescence ratio to DMSO, % at 10 µM;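 active = fluorescence ratio to DMSO below 75%, the collection mean minus 3 SD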;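 also: signal is porphyrin accumulated inside mitochondria; 100% equals median channel fluorescence of DMSO control wells; lower ratio means ABCB6 inhibition with less porphyrin fluorescence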
Numbers without * were called inactive. Not all compounds are listed, so the mix of outcomes need not match the whole.

COCCNC(=O)CN1CCC(NC(=O)Nc2ccccc2)CC1 was read as ABHD5 PLIN5 PPI 5, N-glyco inh 2, TLR9-MyD88 inh 10, MC4R antagonist -3, MC4R barr agon -1.5, SRC2 inh -3, NOD2-RIPK2 inh -3, Cardio protect 5, m5-HT2A agonist 1 and ABCB6 inh 2 87.
Screening Cc1cc(Nc2ccccc2)n(C(=O)c2ccccc2)n1 returned ABHD5 PLIN5 PPI 0, N-glyco inh -2, TLR9-MyD88 inh -4, MC4R antagonist 2, MC4R barr agon -0.2, SRC2 inh -15, NOD2-RIPK2 inh -9, Cardio protect -7, m5-HT2A agonist 0 and ABCB6 inh 2 97.
For Cc1c(NC2=NC(C)(C)Cc3ccccc32)c(=O)n(-c2ccccc2)n1C the results were ABHD5 PLIN5 PPI 0, N-glyco inh 0, TLR9-MyD88 inh -7, MC4R antagonist -6, MC4R barr agon -1.8, SRC2 inh -5, NOD2-RIPK2 inh -18, Cardio protect 4, m5-HT2A agonist -5 and ABCB6 inh 2 102.
Screening COC(=O)CC1SCCNC1=O (configuration not stated) returned ABHD5 PLIN5 PPI -14, N-glyco inh 2, TLR9-MyD88 inh -4, MC4R antagonist 4, MC4R barr agon -2.5, SRC2 inh -26, NOD2-RIPK2 inh -4, Cardio protect 4, m5-HT2A agonist -1 and ABCB6 inh 2 91.
`O=C(COc1ccc(Br)cc1)NNC(=S)NC(=O)c1ccccc1[N+](=O)[O-]` gave ABHD5 PLIN5 PPI 1, N-glyco inh 3, TLR9-MyD88 inh 4, MC4R antagonist 0, MC4R barr agon -3.4, SRC2 inh 13, NOD2-RIPK2 inh 7, Cardio protect 18, m5-HT2A agonist 0 and ABCB6 inh 2 95.
Screening Nc1cc2c(cc1Cl)N(Cc1ccccc1)C(=O)CO2 returned ABHD5 PLIN5 PPI 6, N-glyco inh 1, TLR9-MyD88 inh -7, MC4R antagonist -1, MC4R barr agon -2.5, SRC2 inh 1, NOD2-RIPK2 inh -11, Cardio protect 6, m5-HT2A agonist 8 and ABCB6 inh 2 98.
`Cc1ccc(Nc2nc3ccccc3n3cnnc23)cc1Cl` gave ABHD5 PLIN5 PPI 11, N-glyco inh 2, TLR9-MyD88 inh -4, MC4R antagonist -7, MC4R barr agon 1.9, SRC2 inh 2, NOD2-RIPK2 inh -3, Cardio protect 6, m5-HT2A agonist 5 and ABCB6 inh 2 93.
Cc1cccc(C)c1OCc1cc(C(=O)NCc2ccc(Cl)s2)no1 was read as ABHD5 PLIN5 PPI -3, N-glyco inh 0, TLR9-MyD88 inh 2, MC4R antagonist 1, MC4R barr agon 0.3, SRC2 inh -21, NOD2-RIPK2 inh -13, Cardio protect -2, m5-HT2A agonist -2 and ABCB6 inh 2 106.
Screening COc1ccc(CCNC(=O)C2CCN(S(=O)(=O)c3ccc(OC)cc3)CC2)cc1 returned ABHD5 PLIN5 PPI -5, N-glyco inh -2, TLR9-MyD88 inh -1, MC4R antagonist 2, MC4R barr agon -0.1, SRC2 inh 5, NOD2-RIPK2 inh 1, Cardio protect 1, m5-HT2A agonist 0 and ABCB6 inh 2 95.
For O=C(CN1C(=O)c2ccccc2S1(=O)=O)c1ccccc1 the results were ABHD5 PLIN5 PPI 2, N-glyco inh -18, TLR9-MyD88 inh 11, MC4R antagonist 8, MC4R barr agon -1.2, SRC2 inh 9, NOD2-RIPK2 inh 1, Cardio protect 10, m5-HT2A agonist 1 and ABCB6 inh 2 106.
`COC(=O)c1c(C)[nH]c(C(=O)OCC(=O)NCC(C)C)c1C` gave ABHD5 PLIN5 PPI -2, N-glyco inh 0, TLR9-MyD88 inh -7, MC4R antagonist 1, MC4R barr agon -1.2, SRC2 inh 2, NOD2-RIPK2 inh 1, Cardio protect 0, m5-HT2A agonist 0 and ABCB6 inh 2 101.
Screening CC(C(=O)NC1CCCC1)N1CCN(S(=O)(=O)c2ccccc2Cl)CC1 (configuration not stated) returned ABHD5 PLIN5 PPI -15, N-glyco inh 0, TLR9-MyD88 inh -4, MC4R antagonist 4, MC4R barr agon -2.0, SRC2 inh -5, NOD2-RIPK2 inh -8, Cardio protect -5, m5-HT2A agonist -3 and ABCB6 inh 2 104.
Screening O=C1/C(=C/c2cccnc2)SC(=S)N1CCc1ccccc1 returned ABHD5 PLIN5 PPI -6, N-glyco inh 5, TLR9-MyD88 inh 0, MC4R antagonist 8, MC4R barr agon -2.6, SRC2 inh -2, NOD2-RIPK2 inh -10, Cardio protect 0, m5-HT2A agonist 7 and ABCB6 inh 2 103.
Cc1csc(SC(C)C(=O)Nc2ccc(F)cc2Cl)n1 (configuration not stated) was read as ABHD5 PLIN5 PPI 1, N-glyco inh 1, TLR9-MyD88 inh -1, MC4R antagonist -2, MC4R barr agon -1.2, SRC2 inh -6, NOD2-RIPK2 inh -4, Cardio protect 0, m5-HT2A agonist 4 and ABCB6 inh 2 98.
`CC(C)OC(=O)N(C)C[C@@H]1OCc2cnnn2CCCC(=O)N([C@H](C)CO)C[C@H]1C` gave ABHD5 PLIN5 PPI 2, N-glyco inh 2, TLR9-MyD88 inh -1, MC4R antagonist 3, MC4R barr agon 0.1, SRC2 inh -21, NOD2-RIPK2 inh -4, Cardio protect 5, m5-HT2A agonist 5 and ABCB6 inh 2 96.
For COc1ccc2c3c([nH]c2c1)C(C)N(C(C)=O)CC3 (configuration not stated) the results were ABHD5 PLIN5 PPI -3, N-glyco inh 5, TLR9-MyD88 inh -2, MC4R antagonist -5, MC4R barr agon -0.1, SRC2 inh 13, NOD2-RIPK2 inh -2, Cardio protect -4, m5-HT2A agonist 5 and ABCB6 inh 2 95.
`Cc1ccc(SCC(=O)OC(C)C(=O)NCc2ccccc2)cc1` (configuration not stated) gave ABHD5 PLIN5 PPI 0, N-glyco inh -2, TLR9-MyD88 inh -1, MC4R antagonist -6, MC4R barr agon -4.1, SRC2 inh -11, NOD2-RIPK2 inh -8, Cardio protect 3, m5-HT2A agonist -3 and ABCB6 inh 2 102.
CN(Cc1ccccc1)C(=O)COC(=O)c1cncc(Br)c1 was read as ABHD5 PLIN5 PPI 8, N-glyco inh 1, TLR9-MyD88 inh -2, MC4R antagonist 17, MC4R barr agon -2.8, SRC2 inh 8, NOD2-RIPK2 inh -6, Cardio protect -4, m5-HT2A agonist -4 and ABCB6 inh 2 89.
Screening CCOC(=O)C1NC(=O)CC1c1ccccc1 (configuration not stated) returned ABHD5 PLIN5 PPI -4, N-glyco inh 2, TLR9-MyD88 inh 7, MC4R antagonist -1, MC4R barr agon -0.2, SRC2 inh -4, NOD2-RIPK2 inh -1, Cardio protect 9, m5-HT2A agonist 4 and ABCB6 inh 2 100.
O=C(Nc1ccccn1)C1CCN(S(=O)(=O)c2cccc3nonc23)CC1 was read as ABHD5 PLIN5 PPI 0, N-glyco inh 1, TLR9-MyD88 inh -18, MC4R antagonist 0, MC4R barr agon -0.9, SRC2 inh 6, NOD2-RIPK2 inh -9, Cardio protect 18, m5-HT2A agonist -1 and ABCB6 inh 2 85.
Screening O=C1c2[nH]nc(-c3ccccc3O)c2C(c2cccc(Cl)c2)N1Cc1ccco1 (configuration not stated) returned ABHD5 PLIN5 PPI 4, N-glyco inh -2, TLR9-MyD88 inh 2, MC4R antagonist -8, MC4R barr agon 5.5, SRC2 inh -10, NOD2-RIPK2 inh 6, Cardio protect -25, m5-HT2A agonist 15* and ABCB6 inh 2 78.
For CCOC(=O)c1ccc(-c2ccc(/C=N/NC(=O)CN(c3ccccc3Cl)S(C)(=O)=O)o2)cc1 the results were ABHD5 PLIN5 PPI -1, N-glyco inh -2, TLR9-MyD88 inh -2, MC4R antagonist 14, MC4R barr agon -0.8, SRC2 inh -24, NOD2-RIPK2 inh 6, Cardio protect -6, m5-HT2A agonist 1 and ABCB6 inh 2 95.
For CC1(c2cccc(Br)c2)NC(=O)N(CC(=O)N2CCc3ccccc32)C1=O (configuration not stated) the results were ABHD5 PLIN5 PPI 3, N-glyco inh 4, TLR9-MyD88 inh -1, MC4R antagonist -1, MC4R barr agon 0.1, SRC2 inh 1, NOD2-RIPK2 inh -3, Cardio protect -2, m5-HT2A agonist 5 and ABCB6 inh 2 93.
For CCC(C)(CCNC(=O)Cc1ccccc1)c1ccccc1OC (configuration not stated) the results were ABHD5 PLIN5 PPI -4, N-glyco inh -2, TLR9-MyD88 inh 8, MC4R antagonist 9, MC4R barr agon 2.6, SRC2 inh -1, NOD2-RIPK2 inh -5, Cardio protect 0, m5-HT2A agonist 2 and ABCB6 inh 2 94.

By substructure: the compounds so far with a furan ring, fused or not
Screening O=C1c2[nH]nc(-c3ccccc3O)c2C(c2cccc(Cl)c2)N1Cc1ccco1 (configuration not stated) returned ABHD5 PLIN5 PPI 4, N-glyco inh -2, TLR9-MyD88 inh 2, MC4R antagonist -8, MC4R barr agon 5.5, SRC2 inh -10, NOD2-RIPK2 inh 6, Cardio protect -25, m5-HT2A agonist 15* and ABCB6 inh 2 78.
For CCOC(=O)c1ccc(-c2ccc(/C=N/NC(=O)CN(c3ccccc3Cl)S(C)(=O)=O)o2)cc1 the results were ABHD5 PLIN5 PPI -1, N-glyco inh -2, TLR9-MyD88 inh -2, MC4R antagonist 14, MC4R barr agon -0.8, SRC2 inh -24, NOD2-RIPK2 inh 6, Cardio protect -6, m5-HT2A agonist 1 and ABCB6 inh 2 95.

Later entries.
COc1ccc(-c2cc(-c3ccc(O)cc3)nc(N)c2C#N)cc1OC was read as ABHD5 PLIN5 PPI 8, N-glyco inh 27*, TLR9-MyD88 inh 7, MC4R antagonist -35, MC4R barr agon 1.9, SRC2 inh -22, NOD2-RIPK2 inh -12, Cardio protect 56*, m5-HT2A agonist 0 and ABCB6 inh 2 102.
For COc1ccccc1-c1cc(C(F)(F)F)n2ncc(C(=O)N3CCc4ccccc4C3)c2n1 the results were ABHD5 PLIN5 PPI 3, N-glyco inh 1, TLR9-MyD88 inh -4, MC4R antagonist 1, MC4R barr agon 0.3, SRC2 inh -9, NOD2-RIPK2 inh 2, Cardio protect 17, m5-HT2A agonist -1 and ABCB6 inh 2 102.
O=C(CNC1=NCCC1)c1ccc2c(c1)OCCO2 was read as ABHD5 PLIN5 PPI -4, N-glyco inh 1, TLR9-MyD88 inh -5, MC4R antagonist -1, MC4R barr agon -1.3, SRC2 inh -10, NOD2-RIPK2 inh -2, Cardio protect 12, m5-HT2A agonist 4 and ABCB6 inh 2 93.
For C=CCn1c(C)cc(C(=O)Cn2ncc(Cl)c(Cl)c2=O)c1C the results were ABHD5 PLIN5 PPI 7, N-glyco inh 5, TLR9-MyD88 inh 1, MC4R antagonist 21, MC4R barr agon -2.5, SRC2 inh -18, NOD2-RIPK2 inh 1, Cardio protect -27, m5-HT2A agonist 13 and ABCB6 inh 2 100.

Screening data: PubChem, several laboratories
